Source: PubChem (several laboratories)
MsrA inh – inhibitors of bovine MsrA; purified bovine MsrA, absorbance read-out; 0.75% of 360,000 active; inhibition, % at 15.5 µM; in the data active means inhibition above about 4.5%;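 further: 0% = vehicle wells with enzyme and 100% = reference inhibitor wells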
STEP block – blocks human striatal-enriched tyrosine phosphatase; AID 588621; 0.25% of 360,000 active; recombinant STEP, OMFP fluorogenic substrate, fluorescence; P54829; inhibition, % at 20 µM;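 active means inhibition at 20 µM, scaled per plate between control wells, above about 37%, limit read from the data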;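 further: 0% = DMSO with enzyme and substrate and 100% = substrate only without enzyme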
Target sequence (P54829 whole entry, looked up): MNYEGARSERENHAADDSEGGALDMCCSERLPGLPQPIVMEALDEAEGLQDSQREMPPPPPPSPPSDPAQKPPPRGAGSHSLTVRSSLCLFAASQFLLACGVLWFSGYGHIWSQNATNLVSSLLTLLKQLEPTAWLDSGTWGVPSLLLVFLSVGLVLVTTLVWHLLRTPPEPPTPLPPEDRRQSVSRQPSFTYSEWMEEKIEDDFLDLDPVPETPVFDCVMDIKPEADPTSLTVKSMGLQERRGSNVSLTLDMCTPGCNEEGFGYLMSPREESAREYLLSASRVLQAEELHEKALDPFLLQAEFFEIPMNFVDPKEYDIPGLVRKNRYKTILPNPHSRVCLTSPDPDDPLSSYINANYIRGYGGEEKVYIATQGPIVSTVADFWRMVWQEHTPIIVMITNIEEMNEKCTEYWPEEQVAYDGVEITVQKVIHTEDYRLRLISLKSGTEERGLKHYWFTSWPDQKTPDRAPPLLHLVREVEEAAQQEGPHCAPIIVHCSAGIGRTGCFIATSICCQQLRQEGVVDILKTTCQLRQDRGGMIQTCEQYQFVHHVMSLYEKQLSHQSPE
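Also added – OMFP at 25 µM · Test system – STEP tyrosine phosphatase · Technique – FITC-channel fluorescence of OMFP product · Schedule – 20 min at room temperature, dark · Evaluation – control-normalized % inhibition with plate pattern correction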
Rpn11 inh – Rpn11 (human) deubiquitinase inhibition; 0.59% of 360,000 active; calls only at 20 µM; O00487; human 26S proteasome, Ub4-pepOG fluorescence polarization; 20S core pre-blocked with epoxomicin;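 active means inhibition at 20 µM, scaled to each plate's controls, above about 33%, limit read from the data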
Scp-1 inhibitor – blocks human Scp-1 phosphatase activity; inhibition, % at 20 µM; 0.88% of 340,000 active; Recombinant Scp1, phosphopeptide, malachite green phosphate absorbance; Q9GZU7;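 active means inhibition above about 50% at 20 µM, limit read from the data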;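 further: plate controls were DMSO wells with enzyme for no effect and wells lacking enzyme for full effect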
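Test system: SCP-1 catalytic domain; Buffer or medium: Acidic Tris acetate buffer with magnesium and detergent; Also added: Phosphorylated 17-residue peptide substrate; Compound: single 20 µM dose, 1% DMSO; Schedule: enzyme reaction 45 min at room temperature, colour 5 min, stabilisation 30 min; Signal: Phosphate-binding colour reagent, absorbance read at 630 nm.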
Tb MetRS inh – blocks T. brucei methionyl-tRNA synthetase activity. 0.4% of 360,000 active. AID 624268. inhibition, % at 11.9 µM. purified T. brucei MetRS, ATP depletion, Kinase-Glo luminescence;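 active means inhibition above a per-plate cutoff of the control wells' mean inhibition plus 3 SD, cut at about 5.5% in these data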;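 further: 0% = DMSO wells median and 100% = median of wells with control inhibitor compound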
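Dosing: 11.9 µM single point; system: parasite MetRS enzyme; technique: luminescence of leftover ATP; times: 15 min enzyme-compound preincubation, 2 h reaction, 10 min detection, 25 °C; replicates: each compound tested once; read-out basis: percent inhibition relative to median high and low control wells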
CSN inh – inhibitors of human CSN-mediated cullin deneddylation; Q92905; Purified CSN, SCF-Nedd8-OG deneddylation, fluorescence polarization; inhibition, % at 12.5 µM; 0.38% of 360,000 active; AID 651999;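 active means pattern-corrected inhibition above about 35%, with an unprinted fluorescence ratio check between 0.5 and 1.5, limit read from the data, passing the limit was not always enough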;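 further: 0% = enzyme with substrate and 100% = substrate without enzyme; some results filed as inactive read as strong as hits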
Target sequence (Q92905 whole entry, looked up, one chain of several): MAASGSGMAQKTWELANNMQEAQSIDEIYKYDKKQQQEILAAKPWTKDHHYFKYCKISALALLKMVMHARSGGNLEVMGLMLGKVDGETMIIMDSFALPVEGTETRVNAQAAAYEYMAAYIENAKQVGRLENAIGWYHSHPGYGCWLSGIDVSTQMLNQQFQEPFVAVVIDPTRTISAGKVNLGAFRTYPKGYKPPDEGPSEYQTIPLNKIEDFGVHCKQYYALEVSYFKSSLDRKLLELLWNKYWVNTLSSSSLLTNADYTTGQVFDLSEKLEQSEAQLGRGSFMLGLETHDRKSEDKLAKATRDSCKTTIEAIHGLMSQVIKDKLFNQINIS
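Test system: purified human Csn5 enzyme expressed in HEK293T cells. Amount: 0.24 nM enzyme. Reagent: SCFSkp2-Nedd8OG substrate at 10 nM final. Schedule: 90 min incubation of compound, enzyme and substrate at room temperature. Detection: fluorescence polarization. Read-out: % inhibition of substrate cleavage by Csn5.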
SUMO1-SIM PPI – SUMO1-SIM interaction modulation; inhibition, % at 20 µM; P63165; SUMO1 binding to a labelled peptide, TR-FRET, 1 h; 0.33% of 360,000 active; in the data active means inhibition above about 37%
Target sequence (P63165 whole entry, looked up): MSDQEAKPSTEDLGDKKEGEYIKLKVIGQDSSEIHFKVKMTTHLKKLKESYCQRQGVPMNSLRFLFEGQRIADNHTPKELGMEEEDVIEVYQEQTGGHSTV
DNMT1 inh – DNMT1 (human) enzyme inhibition. P26358. AID 588458. DNMT1 molecular beacon, Hinp1I cleavage, fluorescence. inhibition (reported as % activation of signal), % at 10 µM. 0.83% of 360,000 active; in the data active means inhibition above about 50%
LMPTP inh – LMPTP (human) inhibition; P24666; recombinant LMPTP-A, OMFP fluorogenic substrate, fluorescence intensity; inhibition, % at 20 µM; 0.22% of 360,000 active;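 active means compounds that cut the enzyme signal by at least half of the control window in the single-dose screen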;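 further: plate controls were DMSO wells with enzyme plus substrate for no effect and substrate without enzyme for full effect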
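Test system: LMPTP-A phosphatase enzyme. Amount: LMPTP-A at 0.625 nM final in the reaction. Reagent: OMFP substrate, 400 µM final. Times: 50 min at room temperature. Signal: endpoint fluorescence intensity from OMFP dephosphorylation. Read-out basis: % inhibition. Benchmarks: no-enzyme and uninhibited controls.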
NadD inh – NadD (S. aureus) enzyme inhibition; purified NadD enzyme, colorimetric absorbance read-out; inhibition, % at 20 µM; 0.78% of 360,000 active; AID 602399; in the data active means inhibition above about 26%; further: some compounds past the cut are filed as inactive
The depositor's hits bear a star; i = inactive; · = not tested or not shown.

No.	SMILES	MsrA inh	STEP block	Rpn11 inh	Scp-1 inhibitor	Tb MetRS inh
1	CCOc1ccc(N(CC(=O)NCC2CCCO2)S(=O)(=O)c2ccc(OC)c(OC)c2)cc1 (configuration not stated)	0.6	1	i	-2	0.0
2	COc1cc(OC)cc(C(=O)NCC(=O)OCC(=O)c2ccc3c(c2)-c2ccccc2C3)c1	0.8	-1	i	-14	-0.6
3	CCOC(=O)C1=C[C@@H](c2ccccc2)N(S(=O)(=O)c2ccc(C)cc2)[C@H]1c1ccc(OC)cc1	1.7	5	i	·	-1.1
4	c1ccc2c(c1)[nH]c1ccccc12	-0.1	-3	i	10	0.4
5	O=C(CCl)N(c1ccc(Cl)cc1)c1c[nH]c2ccccc12	-0.6	-14	i	-7	-1.0
6	Cc1ccc(C)c(S(=O)(=O)Nc2ccc(S(=O)(=O)Nc3ncccn3)cc2)c1	-0.3	-3	i	-5	-0.3
7	FC(F)(F)c1cnc(Sc2nnc(-c3cccs3)n2CC2CCCO2)c(Cl)c1 (configuration not stated)	0.7	1	i	-4	-0.1
8	Cc1ccc(CNC(=O)c2ccc(N3CCC4(CC3)CC(c3cccc(Br)c3)=NO4)c(NC(=O)c3ccco3)c2)cc1	0.8	5	i	-3	-0.3
9	Cn1cccc1C(NC(=O)c1ccccc1)C(Cl)(Cl)Cl (configuration not stated)	-1.0	0	i	-10	-0.6
10	COc1ccc(/C=N/NC(=O)c2cccc(NC(=O)c3ccc(F)cc3)c2)c(C(=O)O)c1OC	1.5	-2	i	-1	-1.0
11	COC(=O)[C@@]12C[C@@H](CC(=O)NCCCN3CCCC3=O)C(=O)N(Cc3ccccc3)C1=CCC(C)(C)C2	0.3	·	·	·	-0.7
12	O=C(COc1ccc(S(=O)(=O)N2CCCC2)cc1)N1CCN(c2ccccc2F)CC1	-1.7	-2	i	-9	0.2
13	COc1ccc(CN2C(=O)c3cccnc3C2O)cc1 (configuration not stated)	0.9	-8	i	19	0.2
14	CCCN(CCC)CCNC(=O)C1c2ccccc2C(=O)N(CCOC)C1c1ccc(F)cc1 (configuration not stated)	0.0	0	i	2	-1.1
15	COc1ccc(OCC(O)Cn2c(=N)n(CCN3CCOCC3)c3ccccc32)cc1 (configuration not stated)	0.4	-1	i	0	-0.6

No.	CSN inh	SUMO1-SIM PPI	DNMT1 inh	LMPTP inh	NadD inh
1	-1	1	1	-1.2	4
2	5	-8	-13	3.4	2
3	-1	0	12	2.6	-3
4	2	5	3	0.4	-1
5	0	-2	32	-0.6	-6
6	3	5	2	-0.2	0
7	2	2	-1	-1.0	-3
8	0	1	-1	2.8	26
9	-1	5	-1	-0.5	-9
10	-2	5	1	0.1	2
11	-1	3	·	-0.7	·
12	-1	-3	49	0.4	-2
13	-4	6	-1	0.5	8
14	0	1	-1	-0.5	7
15	2	-1	0	-1.5	-8

Record cards, as listed above. Screens in order: MsrA inh	STEP block	Rpn11 inh	Scp-1 inhibitor	Tb MetRS inh	CSN inh	SUMO1-SIM PPI	DNMT1 inh	LMPTP inh	NadD inh
Shown for Cn1cccc1C(NC(=O)c1ccccc1)C(Cl)(Cl)Cl (configuration not stated) → -1.0	0	i	-10	-0.6	-1	5	-1	-0.5	-9
Shown for O=C(CCl)N(c1ccc(Cl)cc1)c1c[nH]c2ccccc12 → -0.6	-14	i	-7	-1.0	0	-2	32	-0.6	-6
Shown for FC(F)(F)c1cnc(Sc2nnc(-c3cccs3)n2CC2CCCO2)c(Cl)c1 (configuration not stated) → 0.7	1	i	-4	-0.1	2	2	-1	-1.0	-3
Shown for COc1ccc(OCC(O)Cn2c(=N)n(CCN3CCOCC3)c3ccccc32)cc1 (configuration not stated) → 0.4	-1	i	0	-0.6	2	-1	0	-1.5	-8
Shown for COC(=O)[C@@]12C[C@@H](CC(=O)NCCCN3CCCC3=O)C(=O)N(Cc3ccccc3)C1=CCC(C)(C)C2 → 0.3	·	·	·	-0.7	-1	3	·	-0.7	·

(cont.)
No.	SMILES	MsrA inh	STEP block	Rpn11 inh	Scp-1 inhibitor	Tb MetRS inh
16	CCOc1ccc(N(CC(=O)NCc2cccc(OC)c2)S(=O)(=O)c2c(C)noc2C)cc1	0.2	-4	i	-8	-1.6
17	CCOc1ccc2[nH]cc(S(=O)(=O)c3ccc(Cl)cc3)c(=O)c2c1	1.0	2	i	19	0.1
18	CCCCCC(=O)N1C[C@@H](n2cc(-c3ccc(F)cc3)nn2)[C@H](O)C[C@@H]1c1ccc(OC)cc1	0.1	3	i	·	-0.8
19	COc1ccc(NC(=O)CCNS(=O)(=O)c2cccc3nonc23)cc1	0.0	-5	i	-2	-0.9
20	COc1ccc(CN2C(=O)C(CC(=O)NC3CCCC3)CC(C(=O)N(C(C)C)C(C)C)=C2C)cc1 (configuration not stated)	0.4	3	i	·	-1.5
21	COC(=O)c1sccc1NC(=O)C1C2C=CC(O2)C1C(=O)O (configuration not stated)	1.1	12	i	12	0.3
22	CSc1nc2ccccc2n1Cc1c(Cl)cccc1Cl	0.2	0	i	8	-0.5
23	C#CCNc1nc(C)nc2c1nnn2Cc1ccccc1F	0.1	0	i	-2	0.2
24	CC1CCC2(CC1)NC(=O)N(CC(=O)NCc1ccc(F)cc1)C2=O (configuration not stated)	0.8	1	i	-8	-0.4
25	Cc1cccc(C(=O)O/N=C(\N)CS(=O)(=O)c2ccccc2)c1	0.9	1	i	-5	-0.2
26	CS(=O)(=O)N1CCN=C1SCc1ccc(F)cc1	0.9	-2	i	-9	-0.4
27	CN1CCN(C(=O)C2CCC(CNS(=O)(=O)c3cccc4cccnc34)CC2)CC1 (configuration not stated)	-0.6	-1	i	-6	-0.6
28	Cc1ccc(C)c(CSc2nnc(C)c(=O)[nH]2)c1	-0.6	-3	i	-3	0.0
29	COc1ccc(CN(C)C(=O)c2[nH]c(C)c(C(C)=O)c2C)c(OC)c1OC	-0.8	0	i	-1	-0.8
30	CCCC(NC(=O)CCc1c(C)c2cc3c(-c4ccccc4)coc3cc2oc1=O)C(=O)O (configuration not stated)	3.1	1	i	-10	1.8

No.	CSN inh	SUMO1-SIM PPI	DNMT1 inh	LMPTP inh	NadD inh
16	-3	1	2	-0.9	-3
17	3	1	-1	0.6	4
18	2	5	6	-0.6	5
19	-4	-27	2	-1.3	-4
20	-1	1	-2	-1.4	2
21	1	-2	21	0.3	0
22	3	2	-2	2.9	0
23	0	-2	3	-2.3	-9
24	1	0	0	-1.9	0
25	3	-2	1	0.0	0
26	-1	1	1	-0.9	-4
27	1	2	5	-1.3	-1
28	1	-3	3	-0.6	-4
29	1	0	0	0.7	-2
30	2	23	0	1.4	4

(next part)
No.	SMILES	MsrA inh	STEP block	Rpn11 inh	Scp-1 inhibitor	Tb MetRS inh
31	CC(C)NC(=O)C1CCN(C(=O)C(C(=O)c2ccccc2)n2cc(Cl)ccc2=O)CC1 (configuration not stated)	0.9	3	i	-7	-0.6
32	CCOc1ccc(C(CC(=O)O)NS(=O)(=O)c2ccc(C)cc2)cc1OC (configuration not stated)	-0.8	-14	i	-5	0.2
33	COc1ccc(CN(C(=O)c2cccc(OC)c2)C2CCS(=O)(=O)C2)cc1 (configuration not stated)	1.1	-2	i	-11	-0.2
34	O=C1COc2ccc(S(=O)(=O)N3CCc4ccccc43)cc2N1	0.9	4	i	-4	-0.8
35	CCNc1nc(NCC)n2c(SCC(=O)Nc3cccc(Cl)c3)nnc2n1	·	2	i	54*	-0.6
36	COc1ccccc1N(CC(=O)NCC1CCCO1)C(=O)Cn1nnc(-c2cccs2)n1 (configuration not stated)	1.4	0	i	0	-0.1
37	COc1ccc(/C=C/C(=O)OCC(=O)Nc2ccc3c(c2)OCO3)cc1	0.4	0	i	-2	-0.4
38	O=C(NNC(=O)c1ccccc1Br)c1ccncc1	-0.5	-6	i	-6	-0.3
39	COc1cc(C(=O)COC(=O)c2ccco2)cc(OC)c1OC	0.0	3	i	-3	-0.1
40	CCOC(=O)c1sc(NC(=O)c2cc(S(=O)(=O)N3CCOCC3)ccc2C)nc1C	1.4	-2	i	-1	-0.3
41	CC1(c2nnnn2Cc2ccccc2)CCC(=O)N1Cc1ccc(F)cc1 (configuration not stated)	-0.3	·	·	·	-1.0
42	COc1cccc(-c2nc(N)nc(SC)c2C#N)c1	1.6	-1	i	-5	-0.5
43	Cc1cccc(C(=O)NC(C(=O)Nc2cccc(S(=O)(=O)N3CCCC3)c2)C(C)C)c1 (configuration not stated)	0.7	-2	i	-9	-0.2
44	CN(C)S(=O)(=O)c1cccc(NC(=O)COC(=O)/C=C/c2ccco2)c1	1.8	7	i	68*	-1.8
45	COc1ccc(OC)c2c1sc(=NC(=O)c1cccc(N3C(=O)CCC3=O)c1)n2C	0.1	-1	i	-9	0.0

No.	CSN inh	SUMO1-SIM PPI	DNMT1 inh	LMPTP inh	NadD inh
31	6	-2	-12	-0.8	-7
32	3	4	4	-0.2	2
33	-1	-1	5	-1.9	-3
34	-4	3	-2	-0.6	-5
35	2	13	18	0.0	-1
36	-17	6	1	0.6	7
37	-1	3	-2	0.0	-5
38	1	0	-1	-1.4	-1
39	-2	3	1	1.1	-3
40	-2	1	4	0.7	-6
41	-3	5	·	-1.5	-4
42	3	-1	0	0.0	-3
43	-4	-3	0	0.8	-8
44	-2	0	32	2.2	4
45	3	-41	-6	2.3	-5

The listing continues:
No.	SMILES	MsrA inh	STEP block	Rpn11 inh	Scp-1 inhibitor	Tb MetRS inh
46	COc1ccccc1NC(=O)c1ccccc1C(=O)Nc1ccccc1OC	0.2	-5	i	-2	-0.6
47	Cc1ccccc1NC(=O)NC1CCS(=O)(=O)C1 (configuration not stated)	0.2	-2	i	-13	0.2
48	Nc1nc(CSCc2ccccc2)nc(N2CCOCC2)n1	0.1	0	i	-6	-0.6
49	CCO[C@H]1OC(C(=O)O)=C[C@@H](c2ccc3c(c2)OCO3)[C@@H]1CCCO	-0.9	-1	i	-2	-0.2

No.	CSN inh	SUMO1-SIM PPI	DNMT1 inh	LMPTP inh	NadD inh
46	1	2	0	-0.1	-6
47	0	-1	2	-2.6	-3
48	0	-4	0	-2.3	8
49	-1	3	5	-0.1	-2
